VEEV TC-83 Vero: inhibitors of VEEV TC-83 cytopathic effect, confirmation, Vero cells (AID 588727); Vero cells, VEEV TC-83 cytopathic effect inhibition; higher % means a stronger effect; one-dose inhibition, % at 20 µM; IC50 in µM for titrated hits; 350,000 tested, 0.13% active; in the data active = a potency from the dose series; inconclusive = inhibition mostly from about 14% at the one dose, without a potency; inactive = the rest, 99 in 100 with inhibition below about 12%; also: strong numbers were not always called active
Salmonella PhoP GFP: PhoP regulon inhibitors, Salmonella typhi PhoP promoter GFP reporter, confirmatory (AID 1850). inhibition, % at 50 µM; hits with a dose series show IC50 in µM. Salmonella Typhi PhoP-promoter GFP reporter, fluorescence, 4 h; higher % means a stronger effect. 310,000 tested, 0.33% active; in the data active = a potency from the dose series; inconclusive = inhibition mostly from about 25% at the one dose, without a potency; inactive = the rest, 99 in 100 with inhibition below about 19%;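 also: 0% = induced wells with vehicle and 100% = uninduced wells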
H37Rv inhibition: M. tuberculosis growth inhibition, HTS (AID 449762) | M. tuberculosis H37Rv growth inhibition, 7H9 media; higher % means a stronger effect | 330,000 tested, 0.59% active | inhibition, % at 25 µM, or IC50 in µM where a hit was titrated; in the data active = a potency from the dose series; inconclusive = inhibition above about 70% without an active follow-up result;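 also: bacterial growth assessed after seven days of incubation; strong numbers were not always called active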
tuberculosis growth: growth inhibition of non-replicating M. tuberculosis (AID 488890); one-dose inhibition, % at 25 µM; IC50 in µM for titrated hits; Mycobacterium tuberculosis non-replicating, growth inhibition; higher % means a stronger effect; 320,000 tested, 0.39% active; in the data active = a potency from the dose series; inconclusive = inhibition mostly from about 82% at the one dose, without a potency; inactive = the rest, 99 in 100 with inhibition below about 76%;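 also: plate controls were DMSO cells for no effect and high antibiotic wells for full effect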
influenza NS1A: H1N1 influenza NS1A inhibitors, functional cell based assay (AID 504329); NS1A functional cell-based assay, percent inhibition; higher % means a stronger effect; one-dose inhibition, % at 12.5 µM; IC50 in µM for titrated hits; 340,000 tested, 0.3% active; in the data active = a potency from the dose series; inconclusive = inhibition above about 27% without an active follow-up result; also: strong numbers were not always called active
VEEV TC-83 Vero 10K pilot screen: recorded beside VEEV TC-83 Vero, whose call it bears; inhibition, %; measured here: 10K pilot screen inhibition
Numbers without * were called inactive; i = inactive; ? = inconclusive; · = not tested or not shown.

SMILES	VEEV TC-83 Vero	Salmonella PhoP GFP	H37Rv inhibition	tuberculosis growth	influenza NS1A	others
CC(SC1=NCCN1S(=O)(=O)c1ccc(F)cc1)c1ccccc1 (stereo not drawn)	4.7%	-10%	-3%	6%	-13%
N#Cc1ccc(C(=O)N2CCN(S(=O)(=O)c3ccc(Br)s3)CC2)cc1	2.8%	-1%	-1%	16%	-15%
COc1ccccc1/C=N/N1CCN(c2ccc(Cl)cc2)CC1	1.2%	2%	2%	-1%	4%
COc1ccc(CNc2nc(S(=O)(=O)c3ccccc3)c(Cl)s2)cc1OC	7.3%	-13%	-13%	18%	-1%
O=C(CN1CCN(c2ccc(F)cc2)CC1)N(C1CCCC1)C1CCS(=O)(=O)C1 (stereo not drawn)	3.2%	·	6%	-24%	-9%
COc1ccc(CNC(=O)C2CCN(C(=O)[C@@H](CC(C)C)NC(=O)OC(C)(C)C)CC2)cc1	0.2%	·	·	·	-4%	VEEV TC-83 Vero 10K pilot screen=1.3
COc1ccc(C2=NOC(C3(S(=O)(=O)c4ccccc4)CC(O)C3)C2)cc1 (stereo not drawn)	0.6%	-4%	0%	14%	7%	VEEV TC-83 Vero 10K pilot screen=1.8
CN(C)c1ccc(C=Nc2ccc(N(C)C)cc2)cc1	3.1%	-2%	2%	79%	27%
COc1ccc(CCC(=O)N2CCC3(CC2)OCCO3)cc1	3.0%	1%	0%	4%	19%	VEEV TC-83 Vero 10K pilot screen=0.3
Cc1cc(O)cc(=O)n1Cc1ccccc1	0.1%	-9%	-3%	-11%	3%
CCSc1nnc(NC(=O)C2CCCCC2)s1	0.4%	-10%	0%	38%	11%
O=C1NC2(CCCCCC2)C(=O)N1Cc1ccc(Cl)cc1Cl	1.6%	-20%	8%	9%	8%
CC(=O)Cc1ccccc1OC(=O)c1ccco1	1.5%	-11%	-4%	0%	13%
Cc1c(C(=O)N2CCOCC2)c(S(=O)(=O)N2CCN(c3ccc(Cl)cc3)CC2)c(C)n1C	4.1%	-6%	-8%	0%	-6%
CC(=O)c1ccc(NC(=S)N2CCN(CCO)CC2)cc1	i	5%	0%	-17%	0%
O=C(NN=Cc1ccccc1O)C1CC1	2.8%	·	·	·	-17%
Cc1cc(Nc2cc(Cl)cc(Cl)c2)nc(N)n1	3.4%	8%	0%	28%	-11%
CC(=O)N1CCN(c2ccccc2NC(=O)COc2ccc(Br)cc2)CC1	i	5%	5%	17%	-2%
CC(C)CCOC(=O)c1c(N)n(CC2CCCO2)c2nc3ccccc3nc12 (stereo not drawn)	6.9%	3%	14%	42%	-8%
CCNC(=O)NC(=O)C(C)OC(=O)c1ccc(SC)cc1OC (stereo not drawn)	2.5%	0%	7%	4%	10%
CCC(C)[C@H](NC(=O)NCCC1=CCCCC1)C(=O)O (stereo partly drawn)	0.9%	11%	-1%	-3%	10%
Cc1nn(CC(=O)N2CCCCCC2)c(=O)c2cc3occc3n12	0.0%	7%	3%	-1%	-2%
O=C(NCCNCc1ccccn1)c1ccco1	0.0%	1%	-7%	-14%	9%
Cc1c(C(=O)N(C)Cc2ccc(OC(F)F)cc2)oc2ccccc12	i	8%	10%	43%	4%
O=C(Nc1cccc(S(=O)(=O)Nc2ccc(Cl)cc2)c1)c1ccc[n+]([O-])c1	0.9%	8%	-5%	4%	24%
CC(C)(C)NC(=O)CSc1nncn1-c1ccccc1	0.9%	-5%	1%	2%	-13%
O=C(CSc1n[nH]c(-c2ccncc2)n1)c1cccc([N+](=O)[O-])c1	1.1%	8%	0%	4%	·
CCOC(=O)c1sc(=S)n(C)c1NC(=O)c1ccc(OC)cc1	2.4%	-7%	?	-9%	0%
Cc1cnc(NC(=O)CSc2ccc(Cl)cc2)s1	1.7%	3%	?	?	-3%
COc1ccc(C(CNC(=O)C2CC(=O)N(Cc3ccccc3)C2)N2CCOCC2)cc1 (stereo not drawn)	i	·	-6%	-25%	-8%
COC(=O)C1=C(c2cccc(OC)c2OC)C[C@@H]2CC[C@H]1N2C(=O)N1CCC(O)CC1	i	-1%	0%	-31%	-4%
CCCc1[nH]nc2c1C1(C(=O)N(CC(N)=O)c3ccccc31)C(C(=O)OC)=C(N)O2 (stereo not drawn)	1.4%	1%	-7%	1%	0%
Cc1ccccc1Nc1nc(N)nc(CN(C)Cc2ccccc2Cl)n1	0.8%	-6%	?	48%	-12%
COc1ccc(C2C3CCCCC3(O)CCN2C(=O)c2cccs2)cc1 (stereo not drawn)	1.3%	-11%	3%	-7%	-5%
O=C(O)c1ccc(N2CCN(c3ccc(Cl)cc3)CC2)c([N+](=O)[O-])c1	0.2%	1%	8%	20%	0%
Cc1cc(OCC(=O)Nc2ccncc2)cc(C)c1Br	0.1%	2%	6%	62%	9%
Cc1nonc1OCCNCCNc1ccc([N+](=O)[O-])cc1Cl	0.7%	0%	11%	31%	-3%
COc1ccc(-c2cc(C)no2)cc1S(=O)(=O)Nc1cccc(C)c1	4.6%	3%	2%	5%	1%
CC(C)(C)OC(=O)C[C@@H]1C/C=C\C[C@H](CC(=O)N(CCO)Cc2ccccc2)C(=O)NC[C@@H](c2ccccc2)OC1=O	0.5%	·	5%	25%	17%
CCc1cccc(CC)c1N1C(=O)c2cc(N3CCOCC3)c([N+](=O)[O-])cc2C1=O	3.8%	10%	7%	-1%	20%
CCOc1ccc(C(=O)NCC(=O)OCC(=O)Nc2ccccc2OC)cc1	6.2%	-1%	-1%	-5%	1%
CCOC(=O)c1c(COc2ccccc2)oc2ccc(O)cc12	·	1%	4%	18%	·
COC(=O)c1ccc(Cl)c(NC(=O)CN(c2ccccc2)S(=O)(=O)c2ccc(OC)cc2)c1	4.9%	-10%	-5%	25%	-3%
CCCCC(CCC(=O)Nc1cccc([N+](=O)[O-])c1)C(=O)O (stereo not drawn)	0.6%	2%	9%	2%	12%
COc1ccc(Cc2nc(C(=O)Nc3ccc(F)cc3)cs2)cc1	0.1%	3%	-3%	?	5%
CCc1cccc(OCC(=O)N(C)CC(=O)Nc2cccc(F)c2)c1	6.2%	6%	14%	54%	-10%
O=C1ON=C(c2ccc([N+](=O)[O-])cc2)/C1=C/c1ccccc1O	0.1%	3%	1%	-4%	-17%
COc1ccc(NC(=O)NCCN2CCN(c3ccc(C)cc3)CC2)c(Cl)c1	0.1%	4%	-7%	10%	4%
O=C(NC(=O)c1ccccc1N1CCCCC1)Nc1ccc(Br)cc1	1.0%	11%	-4%	6%	4%
N#C/C(=C(/O)COc1ccc(Br)cc1)c1nnc2n1CCCCC2	1.3%	-3%	-5%	14%	1%
COc1cccc(NC(=O)CSc2nc3scc(C)c3c(=O)[nH]2)c1	0.5%	1%	-10%	-3%	0%
O=C(/C=C/c1ccc[nH]1)c1ccc(F)cc1	2.7%	1%	2%	?	7%
CCOC(=O)Cn1cc(/C=N/NC(=O)c2cc3ccccc3o2)c2ccccc21	i	-10%	-5%	-17%	-1%
CCCCNc1cnn(-c2ccccc2)c(=O)c1Cl	1.1%	-24%	5%	12%	8%
COc1ccc(NS(=O)(=O)c2cccc(C(=O)NCc3cccnc3)c2)cc1	i	3%	4%	-11%	6%
CCCCOC(=O)c1ccc(NS(=O)(=O)c2cc(-c3nnnn3CC)ccc2OC)cc1	3.9%	-6%	3%	6%	9%
CN(C)c1ccc(/C=N/N=C2/SC(CC(=O)O)C(=O)N2c2ccc(O)cc2)cc1 (stereo not drawn)	0.7%	10%	1%	-3%	2%
CCOc1nc(C)ccc1-c1noc(-c2cccnc2)n1	0.7%	11%	0%	0%	-5%
CC(=O)Nc1cccc(/C(C)=N/NC(=O)c2ccc3c(c2)OCO3)c1	2.2%	-4%	8%	30%	-7%
Cc1cc(-c2nn(-c3ccccc3F)cc2CN2CCCC(CO)C2)c(C)s1 (stereo not drawn)	i	9%	4%	21%	1%
Remaining list, next part:
SMILES	VEEV TC-83 Vero	Salmonella PhoP GFP	H37Rv inhibition	tuberculosis growth	influenza NS1A	others
COc1ccc([N+](=O)[O-])cc1NC(=O)C(C)c1ccccc1 (stereo not drawn)	0.1%	-1%	-3%	12%	0%
Cc1ccccc1/C=C/C12NC(=O)CN1c1ccccc1C2(C)C (stereo not drawn)	i	-2%	1%	11%	-18%
Nc1ncnc(Nc2cc(C(F)(F)F)cc(C(F)(F)F)c2)n1	1.3%	-5%	-1%	10%	5%
COc1ccc(NC(=O)CN2C(=O)c3cccc4cccc2c34)c(OC)c1	1.4%	-8%	0%	-9%	8%
COc1cc2ncnc(NCCCN3CCOCC3)c2cc1OC	i	-4%	5%	-14%	1%
Cc1ccc(OCC(=O)N2CCCCCCC2)cc1	0.3%	9%	-12%	79%	-5%
CC1CCCN(C(=O)COC(=O)C2=COCCO2)C1 (stereo not drawn)	0.2%	·	-2%	0%	-25%
Cn1c(C(=O)N2CCC(C(=O)NCc3ccccc3)CC2)cc2sccc21	4.0%	-4%	6%	9%	-3%
Cc1cccc(CC(C)NC(=O)CCc2nnc(-c3ccccc3)o2)n1 (stereo not drawn)	0.5%	3%	-2%	3%	-7%
Cc1nc(S(=O)(=O)c2ccc(Cl)cc2Cl)nc2c1CCC2	0.9%	-9%	-4%	5%	-2%	VEEV TC-83 Vero 10K pilot screen=0.0
O=C(NC1CCC(O)CC1)c1cccc2cccnc12 (stereo not drawn)	1.6%	5%	10%	2%	-5%
O=C1CSC(=S)N1/N=C/c1ccc(Cl)c([N+](=O)[O-])c1	·	13%	-14%	-3%	·
Cc1ccc2nc(-c3ccc(NC(=O)COCC(=O)O)cc3)sc2c1	1.9%	7%	-5%	3%	0%
C[C@H](CO)N1C[C@H](C)[C@H](CN(C)S(=O)(=O)c2cn(C)cn2)Oc2ccc(NC(=O)Nc3ccc(C(F)(F)F)cc3)cc2CC1=O	1.4%	·	-6%	57%	5%
COc1ccc(Nc2nc(N)nc(CSc3nccc(C)n3)n2)cc1	8.8%	-2%	-2%	7%	-2%
C/C=C\C=C/C(=O)Nc1cccc(C2=NOC3(C2)C[C@@H](C(N)=O)N(C(=O)C2(C)CC2)C3)c1 (stereo partly drawn)	0.3%	3%	5%	8%	3%
O=S1(=O)CC/C(=N/Nc2ccccn2)c2cc(F)ccc21	2.8%	10%	3%	7%	5%
C/C(=N\NC(=O)CN1CCN(Cc2ccc(C)cc2)CC1)c1ccncc1	0.8%	2%	55%	1%	-14%
Cc1nc(SCc2ccc(F)cc2)n[nH]1	1.6%	4%	7%	8%	1%
CCC(=O)Nc1cccc(-n2nnnc2SCC(=O)N(C(C)C)C(C)C)c1	2.0%	-21%	0%	3%	-1%
O=C(CSc1nc2ccccc2c(=O)[nH]1)Nc1ccc(N2CCOCC2)c(Cl)c1	2.3%	12%	4%	-5%	6%
c1ccc(Cn2nnc3c(NCCN4CCOCC4)ncnc32)cc1	i	-6%	-3%	-1%	2%
O=C(NC1CCOC1)c1ccc(OC2CCN(CCc3ccccc3)CC2)cc1 (stereo not drawn)	2.4%	4%	-18%	7%	-10%
COC(=O)c1coc(-c2ccc(OC)cc2)c1C(=O)OC	3.0%	-4%	1%	19%	2%
CC(=O)c1cccc(NC(=O)c2noc3c2CCc2ccccc2-3)c1	3.1%	2%	0%	-3%	-3%
CN1CCC(N(C)C(=S)NC(=O)C23CC4CC(CC(C4)C2)C3)CC1	0.3%	2%	2%	-2%	2%

Ordered by SMILES length (falling): some entries from above
SMILES	VEEV TC-83 Vero	Salmonella PhoP GFP	H37Rv inhibition	tuberculosis growth	influenza NS1A	others
C/C=C\C=C/C(=O)Nc1cccc(C2=NOC3(C2)C[C@@H](C(N)=O)N(C(=O)C2(C)CC2)C3)c1 (stereo partly drawn)	0.3%	3%	5%	8%	3%
CCC(=O)Nc1cccc(-n2nnnc2SCC(=O)N(C(C)C)C(C)C)c1	2.0%	-21%	0%	3%	-1%
O=C(NC1CCOC1)c1ccc(OC2CCN(CCc3ccccc3)CC2)cc1 (stereo not drawn)	2.4%	4%	-18%	7%	-10%
CC(=O)c1cccc(NC(=O)c2noc3c2CCc2ccccc2-3)c1	3.1%	2%	0%	-3%	-3%
COc1ccc(Nc2nc(N)nc(CSc3nccc(C)n3)n2)cc1	8.8%	-2%	-2%	7%	-2%
c1ccc(Cn2nnc3c(NCCN4CCOCC4)ncnc32)cc1	i	-6%	-3%	-1%	2%
COC(=O)c1coc(-c2ccc(OC)cc2)c1C(=O)OC	3.0%	-4%	1%	19%	2%

Copied from the listing for reference:
SMILES	VEEV TC-83 Vero	Salmonella PhoP GFP	H37Rv inhibition	tuberculosis growth	influenza NS1A	others
CC(=O)c1cccc(NC(=O)c2noc3c2CCc2ccccc2-3)c1	3.1%	2%	0%	-3%	-3%
CN1CCC(N(C)C(=S)NC(=O)C23CC4CC(CC(C4)C2)C3)CC1	0.3%	2%	2%	-2%	2%

Screening data deposited in PubChem by Southern Research Specialized Biocontainment Screening Center.
